# sPLA2-III inh = human group III sPLA2 inhibitors, primary screen, biochemical, QFRET, BODIPY PC-A2 liposome substrate; Group 3 secretory phospholipase A2 (Homo sapiens), Q9NZ20; QFRET BODIPY PC-A2 liposome hydrolysis, fluorescence; inhibition, % at 12.2 µM; 370,000 tested, 0.56% active; AID 743126, 2013;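 active = inhibition above mean plus 3 SD of compounds lying within the high and low control bounds, cut at about 19% in these data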;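 note: 0% = median of test compound wells and 100% = no enzyme DMSO wells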
# Target sequence (Q9NZ20 whole entry, looked up): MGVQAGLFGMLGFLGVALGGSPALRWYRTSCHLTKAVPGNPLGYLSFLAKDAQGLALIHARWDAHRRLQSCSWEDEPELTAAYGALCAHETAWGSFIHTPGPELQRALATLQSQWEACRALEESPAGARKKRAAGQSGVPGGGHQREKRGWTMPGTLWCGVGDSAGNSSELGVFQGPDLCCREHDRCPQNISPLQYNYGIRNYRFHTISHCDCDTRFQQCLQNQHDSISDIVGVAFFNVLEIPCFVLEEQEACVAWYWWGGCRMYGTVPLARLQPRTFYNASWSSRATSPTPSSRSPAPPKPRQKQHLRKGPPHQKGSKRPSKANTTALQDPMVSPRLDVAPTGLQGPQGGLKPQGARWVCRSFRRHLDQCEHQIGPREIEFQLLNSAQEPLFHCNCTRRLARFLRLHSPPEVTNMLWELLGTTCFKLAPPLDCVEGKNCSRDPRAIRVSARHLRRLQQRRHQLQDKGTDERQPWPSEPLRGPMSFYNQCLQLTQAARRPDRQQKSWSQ
# DAX1 inh-1 = DAX1 (NR0B1) inhibitors on StAR promoter, primary screen, cell-based, luminescence, SF-1 (NR5A1), full-length DAX-1; HEK293T StAR-luciferase reporter, SF-1/DAX-1 repression relief; inhibition, % at 6.8 µM; 370,000 tested, 1.1% active; AID 652010, 2013;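 active = inhibition above the mean over all tested compounds plus 3 SD, cut at about 3.6% in these data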;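 note: 0% = DAX-1 cells with DMSO and 100% = cells lacking DAX-1 with DMSO; higher inhibition means more luminescence from relief of DAX-1 repression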
# DAX1 inh-2 = DAX1 (NR0B1) inhibitors, primary screen, cell-based, HEK293, Gal4-DAX1, luciferase luminescence | Nuclear receptor subfamily 0 group B member 1 (Homo sapiens), P51843 | HEK293 Gal4-DAX1 luciferase reporter | inhibition, % at 6.75 µM | 340,000 tested, 0.99% active | AID 504766, 2011;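 active = inhibition above the mean over all tested compounds plus 3 SD, cut at about 4.2% in these data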;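 note: 0% = DAX1-transfected cells with DMSO and 100% = empty-vector control cells with DMSO; inhibition shows as a rise in luminescence from relieved DAX1 repression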
# Target sequence (P51843 207-470 limits assumed): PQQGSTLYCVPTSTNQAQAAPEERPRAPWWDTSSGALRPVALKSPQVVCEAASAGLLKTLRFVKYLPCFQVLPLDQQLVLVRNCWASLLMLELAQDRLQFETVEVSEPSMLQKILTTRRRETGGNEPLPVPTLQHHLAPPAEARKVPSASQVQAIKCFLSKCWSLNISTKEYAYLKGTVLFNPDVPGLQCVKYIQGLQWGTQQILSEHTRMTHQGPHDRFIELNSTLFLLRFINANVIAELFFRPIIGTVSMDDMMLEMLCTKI
# hcDAF-12 act = H. contortus DAF-12 nuclear receptor activators, primary screen, cell-based, luminescence, HEK293, lit1-tk-luc reporter; HEK293 hcDAF-12 lit1-tk-luc reporter; 0% DMSO, 100% Δ7-dafachronic acid; activation, % at 6.8 µM; 370,000 tested, 1.4% active; AID 652067, 2013;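 active = activation above the mean of all tested compounds plus 3 SD, cut at about 5.5% in these data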;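 note: 100% = response to 3 µM Δ7-dafachronic acid high control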
# NPR2 activator = human GC-B receptor activators, primary screen, HEK293 GC-B cells, cGMP TR-FRET, EC30 CNP. AID 1920062, 2024. Atrial natriuretic peptide receptor 2 (Homo sapiens), P20594. activation, % at 10 µM. 0% at EC30 CNP, 100% saturating CNP. 370,000 tested, 0.11% active;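 active = activation at 10 µM reaching about 35% in either raw or pattern-adjusted values, limit read from the data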
# NPR1 activator = GC-A stimulated cGMP production enhancers – HEK293 GC-A cells, cGMP TR-FRET, EC30 ANP, primary screen | 370,000 tested, 0.14% active | Atrial natriuretic peptide receptor 1 (Homo sapiens), P16066 | 0% at EC30 ANP, 100% saturating ANP | activation, % at 10 µM; in the data active = activation above about 40%
# FXN GAA850 act = FXN promoter activators, primary screen, cell-based, luciferase luminescence, HEK293 lucGAA850. HEK293 lucGAA850 FXN promoter luciferase reporter, 24 h; percent of 10 µM SAHA response. activation, % at 6 µM. AID 540364, 2011. 360,000 tested, 0.56% active;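 active = activation above the average of all compounds screened plus 3 SD, cutoff fixed separately per campaign, cut at about 7.5% in these data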;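 note: 0% = DMSO wells and 100% = 10 µM SAHA wells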
# hgDAF-12 ag = H. glycines DAF-12 receptor agonists, primary screen, cell-based, luminescence, HEK293, GAL4 fusion, UAS-luciferase; Nuclear hormone receptor DAF-12 (Heterodera glycines), GAL4 fusion; HEK293 GAL4-hgDAF12 UAS-luciferase reporter, agonist luminescence; normalized to butyrate control; activation, % at 6.8 µM; 370,000 tested, 1.8% active; AID 687014, 2013;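 active = activation above a cutoff set at the mean of all screened compounds plus 3 SD, cut at about 10% in these data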;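 note: 0% = DMSO wells and 100% = sodium butyrate wells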
# SMARCA2 act = SMARCA2 (BRM) function activators, primary screen, cell-based, luminescence, high throughput | 370,000 tested, 1% active | MG213 cells, MMTV-luciferase reporter, dexamethasone, overnight | activation, % at 9.1 µM; in the data active = activation above about 7.8%;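 note: 0% = vehicle wells and 100% = reference activator wells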
# ssDAF-12 act = S. stercoralis DAF-12 nuclear receptor activators, primary screen, cell-based, luminescence, HEK293, GRIP1 co-expression, lit1-tk-luc; Nuclear hormone receptor DAF-12 (Strongyloides stercoralis); HEK293 ssDAF-12/GRIP1 lit1-tk-luc reporter; % of 3 µM dafachronic acid response; activation, % at 6.8 µM; 370,000 tested, 1% active; AID 652126, 2013;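 active = activation above the mean over all tested compounds plus 3 SD, cut at about 0.9% in these data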;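 note: 0% = DMSO-only wells and 100% = 3 µM delta7-dafachronic acid wells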
# KLK7 zymogen act = proKLK7 zymogen activators, primary screen, biochemical, fluorescence intensity; activation, % at 7 µM; purified proKLK7, EDANS-DABCYL substrate fluorescence; 100% is mature enzyme control, 0% vehicle; Kallikrein-7 (Homo sapiens), P49862; 370,000 tested, 0.9% active;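 active = activation above the mean of all tested compounds plus 3 SD, computed per campaign excluding outliers beyond control limits, cut at about 13% in these data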
# Target sequence (P49862 whole entry, looked up): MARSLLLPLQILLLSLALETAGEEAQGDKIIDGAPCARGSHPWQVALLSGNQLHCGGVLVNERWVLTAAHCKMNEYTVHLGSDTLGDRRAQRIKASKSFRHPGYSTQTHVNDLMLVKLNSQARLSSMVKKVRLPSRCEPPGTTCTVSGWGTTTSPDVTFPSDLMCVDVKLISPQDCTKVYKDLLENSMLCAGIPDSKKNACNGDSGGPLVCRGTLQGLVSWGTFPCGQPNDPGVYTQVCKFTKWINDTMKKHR
# Numbers without * were called inactive; . = no result given; & = joins results of further samples.
SMILES,sPLA2-III inh,DAX1 inh-1,DAX1 inh-2,hcDAF-12 act,NPR2 activator,NPR1 activator,FXN GAA850 act,hgDAF-12 ag,SMARCA2 act,ssDAF-12 act,KLK7 zymogen act
CC1(NC(=O)COc2ccccc2-c2ccccc2)CCS(=O)(=O)C1 (configuration not stated),-9,-1.1,1.9,-1.2,-6,-4,-0.3,1.9,-4,-0.7,0.4
CN1CCN(S(=O)(=O)c2cnccc2N2CCN(c3cccc(Cl)c3)CC2)CC1,2,0.1,0.6,-1.2,-3,-1,0.3,-2.0,-1,-0.7,0.3
CNC(=S)N/N=C/c1c(C(=O)OC)cnn1-c1ccc(Cl)cc1,11,.,.,-1.6,3,5,.,-3.9,.,-1.7,.
CC(=O)c1cccc(NC(=O)CSc2ncc(C(=O)Nc3ccccc3)c(=O)n2C)c1,7,-0.2,0.2,3.8,3,30,4.0,2.4,-2,-0.1,-0.5
COc1ccc(/C=C/C(=O)NCCn2c(C)cc3ccccc32)cc1OC,-9,-0.7,-0.7,-0.3,5,-4,0.6,2.4,-4,-1.6,-2.0
CCC(=O)c1cc2c(cc1NC(=O)c1ccccc1)OCCO2,-1,0.2,0.7,3.0,0,-4,-0.6,1.8,0,-0.1,0.4
COc1ccc(C(=O)Nc2nc3nccc(-c4ccccc4)n3n2)cc1,4,-0.3,-1.9,-1.3,-2,-4,2.1,-2.1,-3,-1.4,-1.6
CCOC(=O)N1CCC(=C(C#N)C(=O)Nc2cc(OC)ccc2OC)CC1,-16,0.3,-0.8,0.8,-2,-2,0.6,-0.4,-1,-1.3,-0.3
Cc1ccc2nc(NC(=O)COC(=O)c3ccco3)sc2c1,-15,1.5,0.8,5.8*,-1,4,4.6,9.0,9.8*,-0.3,0.4
CCOC(=O)C1CCN(C(=O)CCS(=O)(=O)c2ccc3c(c2)n(C)c(=O)c(=O)n3C)CC1,6,0.9,2.8,-1.5,8,4,0.2,3.8,2,-0.8,0.8
CCCC(=O)Nc1ccc2c(c1)nc(CCN1CCCCC1)n2C,1,-0.5,1.3,-0.5,-8,-1,2.2,-1.0,2,-1.1,0.6
COc1ccc(-n2c(C)cc(C(=O)CN3CCCCC3)c2C)cc1,2,0.6,-2.1,-1.9,-3,4,1.2,-0.5,-2,-0.9,-0.3
CC(=O)N1c2ccc(S(=O)(=O)N3CCC(C(=O)NCc4ccccc4)CC3)cc2CC1C (configuration not stated),-4,-0.3,-0.6,-2.2,-4,-3,-0.6,-0.1,-3,-1.3,-0.3
Cn1cc(S(=O)(=O)N2CCOCC2)cc1C(=O)Nc1cccc(Cl)c1,-7,-0.4,-0.7,-2.1,-12,-16,-0.7,-3.0,-1,-1.0,0.9
O=C(Nc1nccs1)C1CCCN1S(=O)(=O)c1ccc(Cl)cc1 (configuration not stated),8,1.6,1.3,-1.2,-2,-3,-0.2,1.4,-4,-1.8,0.2
CC(C)CCN1CCN(Cc2nc(-c3ccccc3)cs2)CC1CCO (configuration not stated),-4,0.4,0.8,0.3,3,0,-1.1,-3.3,-1,0.8,-0.1
COc1ccc(-n2nc3c(c2NC(=O)c2ccco2)CS(=O)(=O)C3)cc1,0,-0.2,-0.3,-0.3,0,1,-2.0,2.4,0,-0.7,0.4
O=S(=O)(c1cccc(COc2ccc(Cl)cc2Cl)c1)N1CCOCC1,-5,-3.4,0.1,-2.4,0,30,2.3,-0.2,-1,-0.6,-0.2
Cc1cnc(C(=O)OCC(=O)NCCCc2ccccc2)cn1,5,1.2,8.2*,-0.8,1,-3,1.2,-0.1,1,-1.5,0.4
O=C1CCC(C(=O)OCC(=O)Nc2cc(Cl)ccc2F)=NN1,4,-0.1,-0.5,-1.4,3,0,0.8,-1.4,-4,-0.9,-0.4
COc1ccc(CCNC(=O)C(=O)NCC2OCCN2S(=O)(=O)c2cc(F)ccc2F)cc1OC (configuration not stated),-3,-0.1,-0.3,-2.9,2,0,-0.2,-0.8,-2,-1.4,0.4
O=S(=O)(NCCc1ccccn1)c1ccc(-c2ccccn2)s1,-2,-0.6,1.3,-0.3,3,0,2.2,-0.9,-3,-1.8,-0.3
Cc1ccc(S(=O)(=O)Nc2c(C)n(C)n(-c3ccccc3)c2=O)cc1C(=O)OC(C)C(=O)N(C)c1ccccc1 (configuration not stated),-29,-1.2,-0.5,1.7,3,-4,-0.3,-2.0,-2,-1.9,0.9
Cc1ccc(N(CC(=O)NC(C)(C)C)C(=O)CS(=O)CC(=O)Nc2ccc3c(c2)OCO3)cc1 (configuration not stated),-1,-0.2,1.4,-1.0,2,5,1.8,-0.9,-2,-1.6,-0.6
Cc1ccsc1/C=N/n1cnc2sc(C)c(C)c2c1=O,7,0.3,0.8,0.5,0,17,5.5,4.6,5,-0.9,-1.1

# Overlap with the part before: 4 compounds, followed by the next part.
SMILES,sPLA2-III inh,DAX1 inh-1,DAX1 inh-2,hcDAF-12 act,NPR2 activator,NPR1 activator,FXN GAA850 act,hgDAF-12 ag,SMARCA2 act,ssDAF-12 act,KLK7 zymogen act
O=S(=O)(NCCc1ccccn1)c1ccc(-c2ccccn2)s1,-2,-0.6,1.3,-0.3,3,0,2.2,-0.9,-3,-1.8,-0.3
Cc1ccc(S(=O)(=O)Nc2c(C)n(C)n(-c3ccccc3)c2=O)cc1C(=O)OC(C)C(=O)N(C)c1ccccc1 (configuration not stated),-29,-1.2,-0.5,1.7,3,-4,-0.3,-2.0,-2,-1.9,0.9
Cc1ccc(N(CC(=O)NC(C)(C)C)C(=O)CS(=O)CC(=O)Nc2ccc3c(c2)OCO3)cc1 (configuration not stated),-1,-0.2,1.4,-1.0,2,5,1.8,-0.9,-2,-1.6,-0.6
Cc1ccsc1/C=N/n1cnc2sc(C)c(C)c2c1=O,7,0.3,0.8,0.5,0,17,5.5,4.6,5,-0.9,-1.1
CC1CN(c2nc3c(c(=O)n(C)c(=O)n3C)n2Cc2c(Cl)cccc2Cl)CC(C)O1 (configuration not stated),-1,0.1,1.4,-1.2,-7,-5,1.1,1.2,1,-1.3,0.4
COc1ccc(C(=O)N2CC(=O)Nc3ccccc32)cc1S(=O)(=O)N1CCOCC1,3,0.4,0.2,0.3,-2,3,-1.0,6.7,-1,-0.8,0.5
OCC(O)C(O)C(O)c1cnn(-c2ccccc2)n1 (configuration not stated),4,0.0,0.8,0.1,5,3,0.6,-0.2,-2,-0.6,-1.3
CCOc1cc(-c2noc(CCCC(=O)NC3CCCCC3)n2)ccc1OC,5,0.1,-0.1,-0.2,-9,-4,1.2,-1.7,-4,-1.5,0.5
CC(C)CCn1c(SCC#N)nc2c(sc3ccccc32)c1=O,5,-0.1,0.2,-0.8,0,12,2.2,-0.8,-3,-1.3,-0.9
CCn1c(SCC(=O)c2ccc(O)c(O)c2)nnc1-c1ccccc1OC,-11,0.4,-0.4,1.0,0,-2,-0.1,1.4,0,-0.6,0.4
CCS(=O)(=O)N1CCC(C(=O)N2CCN(c3ccccc3)CC2)CC1,5,0.3,0.5,-0.8,-2,-2,1.0,-0.6,1,-1.6,-0.3
COc1cccc2cc(C(=O)c3ccccc3)oc12,3,0.1,1.3,0.3,7,-1,1.5,3.5,1,-0.7,-0.6
O=C(CCCc1c[nH]c2ccccc12)N[C@@H](Cc1c[nH]c2ccccc12)C(=O)O,-57,0.2,-1.5,1.8,2,2,0.0,1.1,-3,0.1,-0.2
Cc1ccc(C(CCN)c2ccco2)cc1 (configuration not stated),4,0.2,-0.5,0.9,-15,-13,-0.5,-0.3,1,-0.4,0.3
C/C(=N\NC(=O)Cc1ccc(Br)cc1)c1cccnc1,-3,-1.4,-0.5,0.2,-1,-1,1.9,-1.0,4,-1.3,-0.1
Cc1cc(S(=O)(=O)N2CCOCC2)ccc1OCC(=O)N1CCOCC1,8,0.2,-0.3,-0.3,2,-1,-0.4,-1.2,-3,-1.2,0.0
O=C(NCc1ccccc1Cl)c1ccc2nc([C@@H]3O[C@H](CO)[C@@H](O)[C@H]3O)[nH]c2c1,-1,0.2,.,-0.5,-3,5,0.2,-0.5,5,-1.2,0.2
COc1ccc(-c2noc(CCC(=O)O)n2)cc1,7,-0.2,-1.5,-3.4,0,-8,-2.5,-3.5,-6,-2.2,-0.1
COc1ccc(CN([C@H](CO)CC(C)C)S(=O)(=O)N(Cc2ccccc2)[C@H](CO)CC(C)C)cc1,-9,-1.0,1.5,-0.9,-17,-11,-11,-2.3,-1,-1.3,0.4
CCOC(=O)c1ccc(NC(=O)Oc2cc(C)c(Cl)cc2C(C)C)cc1,13,0.6,1.3,-0.1,-2,-4,-0.8,0.2,-3,-1.0,-0.4
O=C(CN(C1CC1)S(=O)(=O)c1ccc(S(=O)(=O)N2CCCCCC2)cc1)Nc1ccccc1,5,0.0,-0.3,-0.8,7,1,2.0,-1.4,-2,-1.0,0.2
CCCCNc1c(-c2cccc(SC(C)CC)c2)nc2ccc(Cl)cn12 (configuration not stated),7&4,0.9&1.1,-0.9,-0.4&1.8,10&2,16&9,1.3,0.2&-0.7,2&2,-0.9&-1.0,-2.2&-0.5
Cc1ccccc1C(=O)NC(=S)Nc1ccc(N2CCN(C(=O)c3ccccc3)CC2)cc1,0,-1.2,1.7,0.7,-3,-1,-0.8,1.1,-2,-0.6,-0.1
CC[C@@H](NC(=O)[C@@H](Cc1ccccc1)NC(=O)CC[C@H]1O[C@@H](n2ccc(=O)[nH]c2=O)[C@H](O)[C@@H]1O)c1ccccc1,-2,1.5,.,-0.9,3,1,.,-0.4,2,-1.4,-1.0
Cc1noc(C)c1COc1ccc(C(=O)OCC(N)=O)cc1,3,-0.9,0.7,-1.1,3,0,0.3,3.0,2,-0.9,0.1
O=C(C1CCN(S(=O)(=O)c2cccnc2)CC1)N1CCN(c2cccc(Cl)c2)CC1,-3,-2.1,-0.4,-1.9,5,1,-2.5,-3.0,-2,-1.5,0.2
CC(C)c1ccc2nc(NC(=O)C3CC3)sc2c1,-5,3.1,3.9,7.0*,-9,3,6.7,22*,1,-0.2,0.4

# Single values from the list:
# Under hgDAF-12 ag, CC1(NC(=O)COc2ccccc2-c2ccccc2)CCS(=O)(=O)C1 (configuration not stated) is entered as 1.9
# Under NPR1 activator, CCC(=O)c1cc2c(cc1NC(=O)c1ccccc1)OCCO2 is entered as -4
